D2 ag: activates the human D2 dopamine receptor; P14416; HEK293 T-REx D2 cells, calcium flux agonist mode; activation, % at 2 µM; actives 0.53% (n = 340,000); AID 485358;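 active = activation over 3 SD above normal in the single-dose calcium agonist read, cut at about 30% in these data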; note: 0% is about no effect
Target sequence (P14416 whole entry, looked up): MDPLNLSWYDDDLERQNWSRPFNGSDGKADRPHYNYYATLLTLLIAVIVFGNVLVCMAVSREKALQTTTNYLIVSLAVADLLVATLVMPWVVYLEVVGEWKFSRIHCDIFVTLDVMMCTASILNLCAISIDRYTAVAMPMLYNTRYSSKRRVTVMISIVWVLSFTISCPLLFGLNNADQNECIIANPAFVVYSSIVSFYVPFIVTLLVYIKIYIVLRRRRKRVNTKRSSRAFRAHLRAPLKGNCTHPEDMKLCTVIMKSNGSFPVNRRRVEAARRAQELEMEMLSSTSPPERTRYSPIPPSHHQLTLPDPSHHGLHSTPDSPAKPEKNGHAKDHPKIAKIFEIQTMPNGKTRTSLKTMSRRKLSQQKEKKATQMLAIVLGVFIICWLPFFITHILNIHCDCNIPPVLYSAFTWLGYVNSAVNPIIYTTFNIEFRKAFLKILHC
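Agonism is scored from calcium flux in a force-coupled, inducible HEK293 cell line expressing D2, read kinetically for 180 s after compound addition against dopamine controls.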
RXFP1 antag: antagonists of human relaxin receptor RXFP1. actives 0.59% (n = 350,000). HEK293-RXFP1, relaxin-stimulated cAMP HTRF, 30 min; active compounds read low. AID 1259400. activity change, negative = inhibition, % at 57.5 µM;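 active = activity change of -60% or lower, but not beyond a set lower limit; inconclusive = change between -60% and -40%, or beyond the set limit; inactive = change above -40%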; note: % is set by controls: 0 for no effect and ±100 for the full control effect
TRHR agonist: activates the human TRH receptor | activation, % at 2 µM | actives 0.18% (n = 360,000) | P34981 | TRHR cells, calcium flux fluo-8, FDSS agonist mode; note: 0% is about no effect
Target sequence (P34981 whole entry, looked up): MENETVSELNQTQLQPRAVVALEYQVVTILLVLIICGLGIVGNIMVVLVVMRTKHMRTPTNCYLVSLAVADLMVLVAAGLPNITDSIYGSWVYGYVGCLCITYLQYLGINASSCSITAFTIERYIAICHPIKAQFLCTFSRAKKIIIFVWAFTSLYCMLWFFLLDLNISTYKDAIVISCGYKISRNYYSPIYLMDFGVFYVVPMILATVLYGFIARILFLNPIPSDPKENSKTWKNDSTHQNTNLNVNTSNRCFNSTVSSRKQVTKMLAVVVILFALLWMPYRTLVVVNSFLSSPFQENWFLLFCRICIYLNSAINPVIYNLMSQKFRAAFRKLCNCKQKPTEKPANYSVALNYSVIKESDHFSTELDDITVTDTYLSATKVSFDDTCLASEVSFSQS
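Agonist-mode FDSS calcium read (Ex 480/Em 530, 1 s cycles) in 1536-well TRHR cells with fluo-8 dye, after 10-cycle baseline and 23 nL compound addition; TRH at EC20 (10 nM final) added afterwards for the enhancer phase.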
D1 agonist: agonists of human D1 dopamine receptor | P21728 | HEK293 T-REx D1 cells, calcium flux, agonist mode | activation, % at 2 µM | actives 1% (n = 360,000) | AID 504660; note: 0% is about no effect
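Agonism was scored from calcium flux recorded over 180 s (1 read/s) after pintool compound addition, following a 10-cycle baseline. Cells were inducible force-coupled HEK293 TREx D1, plated overnight at 30 C and loaded with no-wash calcium dye.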
D1 antag: human D1 dopamine receptor antagonism; P21728; activity change, negative = inhibition, % at 10 µM; actives 3.2% (n = 360,000); HEK293 TREx D1 cells, calcium flux, dopamine EC80; active compounds read low; in the data active = activity change below about -30%; note: % is set by controls: 0 for no effect and ±100 for the full control effect
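Compound effects on dopamine-evoked calcium signalling were measured in tetracycline-induced HEK293 Trex D1 cells. Dopamine at EC80 followed a 180 s compound pre-read, and fluorescence was tracked kinetically for 180 s more.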
D2 antag: D2 dopamine receptor (human) antagonism; AID 485344; actives 2% (n = 340,000); HEK293 TREx D2 cells, calcium flux, dopamine EC80; P14416; inhibition, % at 10 µM; in the data active = inhibition above about 30%; note: 0% is about no effect
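Dopamine at EC80 is the agonist stimulus; test compounds precede it by 180 s. Calcium flux read kinetically in a force-coupled, inducible HEK293 T-REx D2 cell line.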
D1 PAM: potentiators of human D1 dopamine receptor. potentiation, % at 10 µM. actives 0.036% (n = 360,000). P21728. HEK293 TREx D1 cells, calcium flux, dopamine EC20 potentiation; in the data active = potentiation above about 30%; note: 0% is about no effect
D2 potentiator: positive allosteric modulators of human D2 dopamine receptor. potentiation, % at 10 µM. HEK293 T-REx D2, calcium flux, EC20 dopamine potentiation. P14416. actives 0.34% (n = 340,000);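 active = potentiation over 3 SD above the plate norm, cut at about 30% in these data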; note: 0% is about no effect
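Tetracycline-induced HEK293 T-REx cells force-coupled to calcium signalling expressed D2; compounds were pin-added after a 10 s baseline, read kinetically 180 s, then an EC20 dopamine challenge followed with a further 180 s calcium read.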
TRHR enhancer: allosteric enhancers of human TRH receptor; enhancement, % at 2 µM; actives 0.66% (n = 360,000); P34981; TRHR cells, fluo-8 calcium fluorescence, EC20 TRH enhancement; in the data active = enhancement above about 30%; note: 0% is about no effect
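Enhancer read-out: after compound pinning and an initial kinetic agonist-mode read, an EC20 of TRH (10 nM final) was injected and fluo-8 calcium signal (Ex 480/Em 530) followed at 1 s/cycle for 100 cycles in TRHR-expressing cells.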
Starred values were filed as active, the others as inactive; u = inconclusive; x = not tested or not shown; & = joins results of further samples. Cut-off read from the data, not from the text of the source, unless noted: active = activation above about 30%; inactive = the rest.

Sample of the layout (13 entries):
SMILES	D2 ag	RXFP1 antag	TRHR agonist	D1 agonist	D1 antag	D2 antag	D1 PAM	D2 potentiator	TRHR enhancer
O=c1[nH]c(N2CCN(c3ccccc3)CC2)nc2c1CCCC2	1.0	-3	-0.9	0	-14	15	-1	5	-5
COC(=O)C1=C(C)N(c2cccc(OC)c2)C(=O)/C1=C\c1ccco1	-0.6	-17	0.0	2	-9	-15	-1	5	4
Cc1ccsc1/C=C/C1=Cc2c(sc(NC(=O)CSc3n[nH]c(N)n3)c2C#N)C(C)(C)C1	x	-13	12	33*	149	x	98*	x	18
CCCn1c(O)c(N=NC(=O)c2cccnc2)c2cc(Br)ccc21	-1.9	4	-2.5	-2	-13	-3	2	2	5
O=C(Nc1ccccc1C(=O)Nc1ccccn1)c1cc(F)c(F)cc1Cl	-1.3	10	0.0	7	-31*	-8	-1	-3	-1
COc1ccc(OCCn2c(C)c(/C=N/n3cnnc3)c3ccccc32)cc1	0.8	-12	1.3	1	11	9	-8	-6	-3
O=C(NC(C(=O)O)c1ccccc1)c1ccc(S(=O)(=O)N2CCOCC2)cc1 (stereo not drawn)	-0.1	-3	0.1	3	-28	-4	-3	-3	-6
CCN(CC)S(=O)(=O)c1cccc(-c2nnc(SCC(=O)NC)n2N)c1	2.1	0	-0.9	2	-20	-12	-3	-3	-7
CCc1c(C)nc2ncnn2c1Nc1ccc(C)c(C)c1	0.3	-2	-0.7	-2	2	-20	5	22	1
CCOc1ccccc1Nc1sc(C(=O)c2ccccc2)c(N)c1S(=O)(=O)c1ccc(C)cc1	1.4	-10	0.4	15	13	x	2	8	4
O=C(Nc1ccncc1)Nc1ccc(Cl)cc1	0.6	-2	1.2	9	-4	10	-11	-3	-4
CCOP(=O)(OCC)/C(C#N)=C/c1cc(OC)ccc1OC	3.2	5	4.4	5	7	-16	-10	16	12
CC(=O)Nc1ccc(/C=C/c2nc(-c3ccccc3O)n[nH]2)cc1	-2.3	-14	2.6	3	-1	-3	-4	-4	8

The list itself, repeating the preview:
SMILES	D2 ag	RXFP1 antag	TRHR agonist	D1 agonist	D1 antag	D2 antag	D1 PAM	D2 potentiator	TRHR enhancer
O=c1[nH]c(N2CCN(c3ccccc3)CC2)nc2c1CCCC2	1.0	-3	-0.9	0	-14	15	-1	5	-5
COC(=O)C1=C(C)N(c2cccc(OC)c2)C(=O)/C1=C\c1ccco1	-0.6	-17	0.0	2	-9	-15	-1	5	4
Cc1ccsc1/C=C/C1=Cc2c(sc(NC(=O)CSc3n[nH]c(N)n3)c2C#N)C(C)(C)C1	x	-13	12	33*	149	x	98*	x	18
CCCn1c(O)c(N=NC(=O)c2cccnc2)c2cc(Br)ccc21	-1.9	4	-2.5	-2	-13	-3	2	2	5
O=C(Nc1ccccc1C(=O)Nc1ccccn1)c1cc(F)c(F)cc1Cl	-1.3	10	0.0	7	-31*	-8	-1	-3	-1
COc1ccc(OCCn2c(C)c(/C=N/n3cnnc3)c3ccccc32)cc1	0.8	-12	1.3	1	11	9	-8	-6	-3
O=C(NC(C(=O)O)c1ccccc1)c1ccc(S(=O)(=O)N2CCOCC2)cc1 (stereo not drawn)	-0.1	-3	0.1	3	-28	-4	-3	-3	-6
CCN(CC)S(=O)(=O)c1cccc(-c2nnc(SCC(=O)NC)n2N)c1	2.1	0	-0.9	2	-20	-12	-3	-3	-7
CCc1c(C)nc2ncnn2c1Nc1ccc(C)c(C)c1	0.3	-2	-0.7	-2	2	-20	5	22	1
CCOc1ccccc1Nc1sc(C(=O)c2ccccc2)c(N)c1S(=O)(=O)c1ccc(C)cc1	1.4	-10	0.4	15	13	x	2	8	4
O=C(Nc1ccncc1)Nc1ccc(Cl)cc1	0.6	-2	1.2	9	-4	10	-11	-3	-4
CCOP(=O)(OCC)/C(C#N)=C/c1cc(OC)ccc1OC	3.2	5	4.4	5	7	-16	-10	16	12
CC(=O)Nc1ccc(/C=C/c2nc(-c3ccccc3O)n[nH]2)cc1	-2.3	-14	2.6	3	-1	-3	-4	-4	8
O=C1NC2(CCCCO2)CO1 (stereo not drawn)	-0.2	x	0.4	2	-7	-44	-3	-3	3
Cn1nc(-c2ccccc2)cc1NC(=O)CCCC(=O)O	1.7	-8	0.2	3	-17	3	-4	1	-5
CC(OC(=O)c1ccncc1)C(=O)NC1CCCC1 (stereo not drawn)	-0.3	4	0.4	1	1	-7	-2	x	2
Cc1cccc(C)c1-n1nnnc1C1(Nc2ccccc2)CCCCC1	x	-23	0.1	6	7	x	-4	17	-6
Cc1ccc(-n2nc3c(=O)n(CCCC(=O)NCc4ccccc4C)nc(C)c3c2C)cc1	0.4&-0.7	-7&-2	1.0&-0.6	2&1	3&-4	5	-2&-4	12&10	-9&2
CCCC(=O)N1CCN(c2ccc(NC(=O)C(C)(C)C)cc2)CC1	0.0	4	1.1	3	15	-1	1	-3	0
CCOc1ccc(CC(=O)N2CCc3cc(OC)c(OC)cc3C2COc2ccc3c(C)cc(=O)oc3c2)cc1 (stereo not drawn)	0.2	-11	0.3	3	0	x	2	0	2
Cc1ccc(-c2csc(=Nc3ccccc3)n2CCCO)cc1	-0.5	x	3.1	1	-8	x	-2	-14	-10
Cc1cc(NC(=O)c2ccc(C)c(C)c2)no1	-0.5	-1	0.1	0	1	8	14	3	-7
CS(=O)(=O)N(CCc1ccccc1)CC(=O)NCc1ccncc1	-0.9	-6	0.3	1	8	7	-2	9	-1
CCn1nc(C(=O)OCC(=O)N(CCC#N)c2ccccc2)c2ccccc2c1=O	0.1	-2	0.6	3	17	-18	0	14	6
CC(=O)N1CCOc2cc(S(=O)(=O)NC(C)c3ccccc3)c(Cl)cc21 (stereo not drawn)	3.3&0.3	2	2.7&0.6	7&3	0&3	29	-9&3	-23&4	-1&-10

Continuation.
SMILES	D2 ag	RXFP1 antag	TRHR agonist	D1 agonist	D1 antag	D2 antag	D1 PAM	D2 potentiator	TRHR enhancer
Cn1nccc1C(=O)Oc1cccc(/C=N/NC(=O)c2ccccc2O)c1	-0.7	-4	0.1	0	-16	-1	-5	-2	-2
N#CC(c1cccc(Cl)c1)c1ncc(C(F)(F)F)cc1Cl (stereo not drawn)	-0.6	-2	-0.4	0	-13	-6	-4	-8	2
COc1ccccc1C(=O)NCC(c1cccs1)N1CCc2ccccc21 (stereo not drawn)	0.0	-9	-0.1	4	-9	11	6	-10	-22
O=C(NN=C1CCCCCC1)c1cn(-c2ccccc2)nc1-c1ccccc1	-0.7	-14	0.1	2	-2	-10	-1	-24	-5
O=C1NC(c2ccc(Br)cc2)Nc2sc3c(c21)CCC3 (stereo not drawn)	-1.1	-5	0.0	4	5	6	-3	8	2
COc1ccccc1-n1cnc2cc(C(=O)NCCCN3CCOCC3)ccc21	0.6	-1	-0.1	1	-1	4	1	-20	2
Cc1cccc(-c2nc(S(=O)(=O)c3ccc(Cl)cc3)c(N3CCCCCC3)o2)c1	0.0	-15	-0.5	1	17	x	6	-5	4
O=C(NCc1ccccc1)C1CCN(c2ncnc3c2nc2n3CCCCC2)CC1	0.4	-2	-0.4	0	-33*	x	-3	-2	4
Cc1c(NS(=O)(=O)c2ccc(C(=O)NCc3ccccc3)cc2)c(=O)n(-c2ccccc2)n1C	0.1	-3	-0.6	10	22	-35	-1	5	-4
CCC1CCCCN1S(=O)(=O)c1cc2c(cc1C)NC(=O)CO2 (stereo not drawn)	-0.5	1	0.4	9	-4	x	0	-2	-3
Cc1ccc(C(C)(C)C)cc1S(=O)(=O)N1CCC(C(=O)N2CCN(c3ccc(O)cc3)CC2)CC1	-0.2	-4	0.1	12	-28	-23	x	3	7
COc1ccccc1C(=O)OCC(=O)Nc1cc(S(=O)(=O)N2CCOCC2)ccc1N1CCCC1	-0.1	-8	0.1	1	3	5	-8	6	-6
COc1ccc(S(=O)(=O)N2CCN(CCCOc3ccc(F)cc3)CC2)cc1OC	-1.1	u	-0.3	7	-16	-19	-7	22	6
Cc1ccc(SCC(=O)OCC(=O)NCc2ccco2)cc1	0.7	6	0.9	1	-19	15	0	-3	-2
Cc1ccc(N(CC(=O)NCCc2ccc(Cl)cc2)S(=O)(=O)N(C)C)cc1	-1.1	x	-1.5	10	-22	x	-4	3	-2
O=C(CNC(=O)c1cccc(Br)c1)N/N=C/c1cn[nH]c1-c1ccccc1	2.4	-8	-0.2	2	-12	3	0	5	1
O=C(CCCCCN1C(=O)c2ccccc2C1=O)Nc1ccc(F)cc1	0.1	4	-1.6	4	-21	34*	-3	-8	-8
CCOC(=O)c1c(NC(=O)CSc2cn(CCNC(=O)c3ccccc3OC)c3ccccc23)sc2c1CCC2	-0.8	x	-1.5	0	34	x	0	8	22
COc1ccccc1CNC(=O)CCn1c(=O)c2ccccc2n(CC(=O)Nc2cc(Cl)ccc2C)c1=O	0.1	x	-1.2	18	-5	x	0	29	23
O=C(CSc1c2c(nc3ccc(Cl)cc13)CCCC2)NCc1ccccc1Cl	1.2	21	1.0	1	21	x	3	1	-11
CC(=O)N1c2ccc(S(=O)(=O)N3CCC(C(=O)Nc4cccc(C(F)(F)F)c4)CC3)cc2CC1C (stereo not drawn)	x	17	0.8	3	-34*	x	-4	x	-4
COc1ccc(-c2ccc(SCC(=O)Nc3cc(C)on3)nn2)cc1OC	0.2	-9	-0.7	4	7	15	0	16	3
CCCNC(=O)C1CCN(c2cc(-c3ccccc3)nc3ncnn23)CC1	-0.7	0	-1.0	1	-6	5	4	-4	2
O=C1CSC(c2cn(-c3ccccc3)nc2-c2cccs2)N1Cc1ccccc1 (stereo not drawn)	0.1	x	-0.2	2	13	24	-3	2	3
CC1=C([N+](=O)[O-])C(c2cccc(Br)c2)C2=C(N1)c1ccccc1C2=O (stereo not drawn)	-0.1	-14	0.4	0	-6	7	-3	8	-4
O=S(=O)(c1ccc(F)cc1)N1CCN(S(=O)(=O)c2cccs2)CC1	-0.7	-11	0.5	2	3	-6	-6	3	0
CC(C)CN1C(=O)/C(=C/c2cccs2)NC1=S	1.0	-40	0.5	0	-4	-13	3	3	1
COc1ccc(NC(=O)CSc2c3c(nc4ccccc24)CCC3)cc1Cl	0.4	19	-1.0	5	-2	x	-1	-5	14
CCCCOc1ccc(C(=O)NCCc2cccs2)cc1	-0.2	x	1.7	14	-32*	-2	-2	-14	-4
COc1ccc(-c2cc(-c3ccc(OC)cc3)[nH]n2)cc1	3.2	-6	2.5	3	5	-6	-8	11	7

An excerpt from above, limited to D1 agonist and D2 potentiator.
SMILES	D1 agonist	D2 potentiator
CC1=C([N+](=O)[O-])C(c2cccc(Br)c2)C2=C(N1)c1ccccc1C2=O (stereo not drawn)	0	8
O=S(=O)(c1ccc(F)cc1)N1CCN(S(=O)(=O)c2cccs2)CC1	2	3
